LDHA inh: LDHA (human) enzyme inhibition. activity change, % (values are at about 110 or 230 µM). 480,000 compounds, 0.15% hits. purified LDHA, NADH/diaphorase-resazurin fluorescence; active compounds read low. P00338; in the data active = activity change below about -30%; inconclusive = mostly about -25% to -30%;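 also: plate controls were DMSO wells for no effect and wells without enzyme for full effect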
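Human LDH5 at 2 nM final in Tris HCl pH 7.4 with 0.06 mM NADH and 0.2 mM pyruvate, reacted 5 minutes at room temperature. Remaining NADH coupled via diaphorase/resazurin; resorufin fluorescence read at 0 and 20 minutes, normalized to enzyme-free and DMSO wells.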
Glioma ERSR ind: ER stress response induction in glioma; U87-MG GRP78 promoter luciferase reporter, 16 h; 420,000 compounds, 0.02% hits; AID 602332; Potency, µM, for the others: at the highest dose activation, usual class: activators; also: potency is read from the fitted curve at half-maximal effect; series mostly up to about 76 µM; % of control where 0% means no effect; nearly all actives have a fitted effect of over 35% in size
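ERSR induction read as luciferase luminescence (Bright-Glo, 10 min at room temperature) in stably transfected human U87-MG glioma cells exposed to compounds for 16 h, using GRP78 as sensor.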
TrxR1 inh: inhibitors of rat thioredoxin reductase 1 | O89049 | recombinant rTrxR1, NADPH fluorescence consumption, selenite substrate | Potency, µM (top dose mostly 114 µM), inactives show at the highest dose activity change, negative = inhibition, usual class: inhibitors | 390,000 compounds, 1% hits; also: potency is read from the fitted curve at half-maximal effect; % is scaled to controls: 0 for no effect and ±100 for the full control effect; nearly all actives have a fitted effect of over 65% in size
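Rat TrxR1 (90 nM in the dispensed reagent) was pre-reduced with 400 uM NADPH for 5 min at room temperature, then incubated with compound for 15 min. After 400 uM selenite was added, NADPH fluorescence (Ex 340/Em 450 nm) was followed for 8 min.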
Vif-A3G inh: blocks the Vif interaction with human APOBEC3G; Q9HC16; Potency, µM (top dose mostly 46.1 µM), for inactives: at the highest dose activity, negative = active, actives largely listed as inhibitors; AID 602310; 410,000 compounds, 0.076% hits; HeLa A3G-eYFP + Vif (tagged APOBEC3G with the HIV-1 protein that degrades it), YFP fluorescence, overnight;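 also: potency is read from the fitted curve at half-maximal effect; % is scaled to controls: 0 for no effect and ±100 for the full control effect; nearly all actives have a fitted effect of over 60% in size; hits raise eYFP signal because A3G escapes Vif-driven loss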
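HeLa cells stably expressing Vif and C-terminally eYFP-tagged A3G, seeded overnight at 37 deg C, then exposed to compound by pintool overnight at 37 deg C. Rise in yellow fluorescence (Ex 488/Em 500-530, Acumen) marks blocked Vif-driven A3G degradation.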
RGS4 inhibitor: inhibitors of human regulator of G protein signaling 4. 390,000 compounds, 0.039% hits. Potency, µM (titrated, usually from 114 µM), without a hit: top-dose activity change, negative = inhibition, usual class: inhibitors. AID 504845. P49798. Transcreener GDP fluorescence polarization, RGS4-accelerated GTP hydrolysis; also: potency is read from the fitted curve at half-maximal effect; % is scaled to controls: 0 for no effect and ±100 for the full control effect; nearly all actives have a fitted effect of over 75% in size; some results filed as inactive show a strong effect at the top dose
Target sequence (P49798 whole entry, looked up): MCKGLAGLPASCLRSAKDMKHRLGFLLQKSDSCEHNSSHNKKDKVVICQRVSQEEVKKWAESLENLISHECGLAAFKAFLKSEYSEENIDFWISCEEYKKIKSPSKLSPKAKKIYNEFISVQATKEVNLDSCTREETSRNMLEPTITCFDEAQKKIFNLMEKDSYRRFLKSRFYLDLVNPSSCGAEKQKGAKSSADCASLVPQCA
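MLSMR compounds (23 nl, pin-transferred) preincubated 10 min at room temperature with a 500nM (2x) first reagent, then RGS4 at 900nM (2x) plus Transcreener GDP mix added; fluorescence polarization (620/688 nm) read before and after 90 min at 30 °C.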
TrxR1 substrate: is turned over as a substrate by rat TrxR1. O89049. purified TrxR1 substrate turnover, NADPH consumption readout. Potency, µM (top dose mostly 114 µM), inactives show at the top dose activity change, negative = substrate turnover. 390,000 compounds, 0.01% hits. AID 588456; also: potency is read from the fitted curve at half-maximal effect; % is scaled to controls: 0 for no effect and ±100 for the full control effect; nearly all actives have a fitted effect of over 50% in size
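Rat TrxR1, dispensed at 90 nM, was prereduced with 400 uM NADPH (final) for 5 min at ~22 deg C, then incubated with compound 15 min before 400 uM selenite. A first-read NADPH fluorescence drop versus no-compound background flagged substrates.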
USP1 inh: blocks the human USP1/UAF1 deubiquitinase complex; recombinant USP1/UAF1, Ub-Rhodamine cleavage fluorescence; O94782; Potency, µM (highest dose often 57.1 µM), for inactives: top-dose activity change, negative = inhibition, usual class: inhibitors; AID 743255; 390,000 compounds, 0.23% hits; also: potency is read from the fitted curve at half-maximal effect; % is scaled to controls: 0 for no effect and ±100 for the full control effect; nearly all actives have a fitted effect of over 60% in size; inactives centre near -12
Target sequence (O94782 whole entry, looked up): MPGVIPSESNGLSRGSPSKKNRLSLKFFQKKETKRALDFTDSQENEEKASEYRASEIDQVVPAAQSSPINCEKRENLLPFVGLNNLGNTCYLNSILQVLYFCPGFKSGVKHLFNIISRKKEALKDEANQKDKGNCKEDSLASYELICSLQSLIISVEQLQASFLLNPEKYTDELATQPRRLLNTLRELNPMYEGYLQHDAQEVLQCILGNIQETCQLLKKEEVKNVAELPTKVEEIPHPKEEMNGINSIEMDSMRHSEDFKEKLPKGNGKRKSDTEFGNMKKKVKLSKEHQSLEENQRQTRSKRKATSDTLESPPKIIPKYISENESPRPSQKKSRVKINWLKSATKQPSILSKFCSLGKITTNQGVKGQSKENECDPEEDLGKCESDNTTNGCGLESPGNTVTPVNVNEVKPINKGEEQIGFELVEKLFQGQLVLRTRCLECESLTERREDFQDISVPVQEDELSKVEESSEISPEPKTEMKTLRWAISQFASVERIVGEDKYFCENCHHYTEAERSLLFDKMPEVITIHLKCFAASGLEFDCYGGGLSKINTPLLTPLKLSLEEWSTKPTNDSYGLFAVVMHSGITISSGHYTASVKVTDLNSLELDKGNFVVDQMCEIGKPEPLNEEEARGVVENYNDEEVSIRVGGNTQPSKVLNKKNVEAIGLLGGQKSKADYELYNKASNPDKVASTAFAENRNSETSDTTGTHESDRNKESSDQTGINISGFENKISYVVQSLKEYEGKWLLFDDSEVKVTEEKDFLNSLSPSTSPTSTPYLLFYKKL
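In this screen, compounds sit with the deubiquitinase complex (1nM) for 15 min at room temperature before Ub-Rho is added at 150nM final. Fluorescence rise is then followed for 6 reads every 60 seconds.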
mIDH1 inhibitor: blocks human mutant IDH1 R132H enzyme | O75874 | IDH1-R132H enzyme, NADPH consumption, diaphorase/resazurin fluorescence | AID 602179 | 390,000 compounds, 0.093% hits | Potency, µM (titrated, usually from 76.6 µM), for the others: top-dose activity change, negative = inhibition, actives largely listed as inhibitors; also: potency is read from the fitted curve at half-maximal effect; % is scaled to controls: 0 for no effect and ±100 for the full control effect; nearly all actives have a fitted effect of over 65% in size
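IDH1-R132H (0.5 ug/mL) preincubated 30 min with compound, then NADPH (0.016 mM) and alpha-KG (2 mM) added; 80 min at RT, pH 7.5. Remaining NADPH coupled via diaphorase/resazurin to fluorescence (540/590 nm); concentration-response curves normalized to no-enzyme control.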
Vif-APOBEC3F blk: blocks the Vif interaction with APOBEC3F | 390,000 compounds, 0.2% hits | Potency, µM (doses to about 46.1 µM), for the others: top-dose activity, negative = active | HeLa A3F-eYFP + Vif (tagged APOBEC3F with the HIV-1 protein that degrades it), YFP fluorescence increase; also: potency is read from the fitted curve at half-maximal effect; % of control where 0% means no effect; nearly all actives have a fitted effect of over 65% in size
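HeLa cells stably expressing A3F-eYFP plus Vif, plated and incubated overnight at 37 deg C, then exposed to compounds overnight at 37 deg C. Blocked degradation read as raised yellow fluorescence (Ex 488/Em 500-530).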
* marks the source's active call; other numbers are inactive results; ? = inconclusive; nt = no result given; & = joins results of further samples; [ ] = dose if it differs, or a comment. Unless noted, calls follow the shape of the dose curve; as a rule, active = well fitted curve in the direction sought with a large enough effect; inconclusive = small, poorly fitted or top-dose-only effect, or another doubt; inactive = no such curve, though single readings can be large; an effect the other way counts as inactive or inconclusive. Some of the compounds tested; count on the stated rates, not on these rows.

Every second line gives: LDHA inh	Glioma ERSR ind	TrxR1 inh	Vif-A3G inh	RGS4 inhibitor	TrxR1 substrate	USP1 inh	mIDH1 inhibitor	Vif-APOBEC3F blk
1) COc1cccc(CNCc2ccccc2Br)c1OC
 : -21	-1%	2%[57.1 µM]	-4%	31%	7%[57.1 µM]	-13%	3%	-2%
2) COc1cccc(CNS(=O)(=O)c2ccc3c(c2)C(C(C)C)C(=O)N3)c1 (stereo unspecified)
 : 0	-2%	-5%	2%	16%	-8%	-16%	4%	2%
3) COc1ccc(OC)c(CNC(=O)Cc2ccc(NC(=O)N3CCSc4ncccc43)cc2)c1
 : -17	-2%	14%	4%	16%	1%	?	26%	-1%
4) Cc1cc(C)n2ncc(C(=O)NC3CCCCC3)c2n1
 : -10&-2	-4%	28%	-7%	-3%	35%[activator]	-14%	4%	1%
5) CCN1C(=O)N(CC)C(O)(c2ccccc2)C1(O)c1ccccc1 (stereo unspecified)
 : -7	-2%	1%[57.1 µM]	1%	10%	-5%	7%	1%	1%
6) O=C(O)CCCC(=O)Nc1ccc(Cl)cc1
 : -10	-4%	20%[57.1 µM]	1%	7%	11%	-1%	4%	1%
7) CCc1ccc2nc(SCC(=O)NCC3CCCO3)c(C#N)cc2c1 (stereo unspecified)
 : -12	0%	16%[57.1 µM]	-4%	6%	2%[57.1 µM]	?	5%	2%
8) CC1CC(C)CN(c2nc3c(c(=O)n(C)c(=O)n3C)n2C)C1 (stereo unspecified)
 : 2	-2%	9%	0%	10%	5%[57.1 µM]	-10%	0%	-5%
9) COC(=O)c1sccc1NC(=O)Nc1ccc(C(C)=O)cc1
 : 0	10%	6%	1%	-7%	-4%	-24%	4%	-3%
10) CC1CN(CC(=O)Nc2ccc(S(N)(=O)=O)cc2)CC(C)O1 (stereo unspecified)
 : -10	-3%	5%[57.1 µM]	-1%	6%	7%[57.1 µM]	-15%	0%	-5%

Looked up above:
compound 9 in Vif-APOBEC3F blk shows -3%
compound 4 in RGS4 inhibitor shows -3%
compound 1 in LDHA inh shows -21
compound 5 in LDHA inh shows -7
compound 7 in RGS4 inhibitor shows 6%
compound 2 in Glioma ERSR ind shows -2%
compound 6 in TrxR1 substrate shows 11%

Further compounds
Every second line gives: LDHA inh	Glioma ERSR ind	TrxR1 inh	Vif-A3G inh	RGS4 inhibitor	TrxR1 substrate	USP1 inh	mIDH1 inhibitor	Vif-APOBEC3F blk
11) CCOC(=O)c1cccc(Nc2nc(C)cc(C)n2)c1
 : 0	-1%	2%[57.1 µM]	-8%	23%	10%	-3%	2%	1%
12) CCc1ccc(OCC(=O)O/N=C(\N)c2ccncc2)c(Br)c1
 : -4	-1%	-10%	0%	14%	-15%	-1%	-2%	-11%
13) COc1cc(C2CC(=O)Nc3c2c(=O)n(C)c2ncnn32)cc(OC)c1OC (stereo unspecified)
 : -2	-5%	-2%	-3%	-5%	4%[11.4 µM]	-23%	-10%	0%
14) Cc1ccc2nc(NC(=O)COC(=O)c3ccc(Br)o3)sc2c1
 : 5	-2%	13%	-5%	-31%	6%	-27%	0%	nt
15) CN(c1ccccc1)S(=O)(=O)c1cccc(NC(=O)CSc2ncc(C(F)(F)F)cc2Cl)c1
 : 3	-4%	8%	0%	-5%	-5%	-8%	0%	2%
16) Nc1nc(N)nc(-c2cc([N+](=O)[O-])ccc2O)n1
 : -12	-4%	13%	-1%	-9%	-2%	3%	-6%	6%
17) Cc1cccc(N2CCN(C(=O)Nc3ccc(F)cc3)CC2C)c1 (stereo unspecified)
 : 5	1%	-4%	-1%	-2%	-6%	-11%	10%	2%
18) O=c1[nH]c2cccnc2n1Cc1ccco1
 : 2	-3%	6%	-1%	-37%	0%	-16%	6%	4%
19) CSc1sc(C(=O)NNC(=O)c2ccc(Cl)cc2)c2c1C=CCC2
 : 2	0%	9%	-5%	4%	2%	-26%	-17%	-5%
20) COc1ccc(CC(=O)NC(CC(=O)O)c2ccc(OC)cc2)cc1 (stereo unspecified)
 : 6	-1%	3%	-8%	-10%	-3%	-9%	4%	5%
21) COCCn1nnnc1C(C(C)C)N1CCSCC1 (stereo unspecified)
 : 0	-3%	17%	4%	-9%	-3%	-7%	7%	3%
22) O=C(Cc1ccc(-c2ccccc2)cc1)NCCS(=O)(=O)N1CCN(c2cccc(Cl)c2)CC1
 : -9	-3%	14%[57.1 µM]	-3%	-4%	4%[57.1 µM]	7%	-4%	10%
23) Cn1nnc2cc(C(=O)Nc3cccnc3)ccc21
 : -4	1%	-15%	-1%	-9%	1%	-17%	0%	3%
24) Cc1ccc(-n2nnnc2SCC(=O)Nc2nc(-c3ccc(F)cc3)cs2)cc1C
 : -9	-2%	22%	-8%	-10%	12%[57.1 µM]	-17%	-3%	-7%
25) O=C(N/N=C/c1ccc2c(c1)OCO2)c1sc2cccc(Cl)c2c1Cl
 : -10	-2%	13%	-19%	6%	10%	-24%	5%	?
26) c1ccc(-c2cnnc(-c3ccccn3)n2)cc1
 : 1	-1%	10%	1%	-7%	4%	-22%	3%	6%
27) Cc1cccc(N(C(=O)CCC(=O)Nc2cccnc2)C(C(=O)NC2CCCC2)c2ccncc2)c1 (stereo unspecified)
 : 1	-3%	-14%	-2%	-16%	-3%	-9%	1%	4%
28) COc1cccc(C(=O)Nc2ccccc2C(=O)NC2CC2)c1
 : -1	0%	14%	-7%	23%	2%	-20%	9%	1%
29) COc1cc(CN(CCN(C)C)Cc2ccccc2)ccc1OCc1ccccc1
 : -16	-1%	7%[57.1 µM]	-1%	-45%	-5%[57.1 µM]	-23%	8%	8%
30) Cc1ccc(C2(c3ccccc3)NC(=O)N(CC(=O)NC3(C#N)CCCC3)C2=O)cc1C (stereo unspecified)
 : 2	-4%	5%	0%	-4%	-3%	-20%	11%	2%

Filtered by structure: the compounds so far with a furan ring, fused or not.
Every second line gives: LDHA inh	Glioma ERSR ind	TrxR1 inh	Vif-A3G inh	RGS4 inhibitor	TrxR1 substrate	USP1 inh	mIDH1 inhibitor	Vif-APOBEC3F blk
14) Cc1ccc2nc(NC(=O)COC(=O)c3ccc(Br)o3)sc2c1
 : 5	-2%	13%	-5%	-31%	6%	-27%	0%	nt
18) O=c1[nH]c2cccnc2n1Cc1ccco1
 : 2	-3%	6%	-1%	-37%	0%	-16%	6%	4%

The results go on:
Every second line gives: LDHA inh	Glioma ERSR ind	TrxR1 inh	Vif-A3G inh	RGS4 inhibitor	TrxR1 substrate	USP1 inh	mIDH1 inhibitor	Vif-APOBEC3F blk
31) COc1ccc(Cl)c2sc(NC(=O)c3ccc(S(=O)(=O)N4CCCC4)cc3)nc12
 : -2	-2%	24%[57.1 µM]	-2%	2%	0%[57.1 µM]	-27%	-1%	-3%
32) CN(CCOc1ccc(Cl)cc1)C(=O)c1cccc(S(=O)(=O)N2CCN(Cc3ccccc3)CC2)c1
 : 1	-3%	43%[activator]	1%	-2%	-3%	-18%	10%	5%
33) CC1=C(/C=C/C(C)=N\NC(=O)c2ccncc2)C(C)(C)CCC1
 : 7	-2%	4%[57.1 µM]	2%	-16%	0%[57.1 µM]	-8%	-8%	1%
34) Cc1ccc(C(=O)NN2CCOCC2)cc1
 : -3	-5%	30%	-1%	-3%	15%	-18%	0%	-20%
35) N#C/C=C/N1CCN(Cc2ccc3c(c2)OCO3)CC1
 : -5	-4%	4%[57.1 µM]	0%	8%	10%[57.1 µM]	-12%	3%	7%
36) COc1ccc(OC)c(NC(=O)CCNS(=O)(=O)c2ccc3c(c2)CC(C)N3C(C)=O)c1 (stereo unspecified)
 : 3	-4%	nt	3%	nt	nt	-26%	7%	2%
37) CN(C)c1cccc(C(=O)OCC(=O)Nc2nccs2)c1
 : 11	2%	-7%	-5%	-11%	-2%	-11%	3%	3%
38) Cc1ccc(C)c(OCCSc2nc3ccccc3n2CC(=O)N2CCOCC2)c1
 : -5	-1%	10%	-6%	4%	4%	-23%	2%	-5%
39) Cc1ccc(NC(=O)C2CSC3(C)CCC(=O)N23)cc1S(=O)(=O)N1CCOCC1 (stereo unspecified)
 : -1	-4%	24%	0%	-4%	1%	-12%	1%	-7%

Sorted by value in Glioma ERSR ind (highest first): 6 of the compounds above
entry	structure	Glioma ERSR ind
37	CN(C)c1cccc(C(=O)OCC(=O)Nc2nccs2)c1	2%
38	Cc1ccc(C)c(OCCSc2nc3ccccc3n2CC(=O)N2CCOCC2)c1	-1%
31	COc1ccc(Cl)c2sc(NC(=O)c3ccc(S(=O)(=O)N4CCCC4)cc3)nc12	-2%
32	CN(CCOc1ccc(Cl)cc1)C(=O)c1cccc(S(=O)(=O)N2CCN(Cc3ccccc3)CC2)c1	-3%
39	Cc1ccc(NC(=O)C2CSC3(C)CCC(=O)N23)cc1S(=O)(=O)N1CCOCC1 (stereo unspecified)	-4%
34	Cc1ccc(C(=O)NN2CCOCC2)cc1	-5%
